MEP2-GFP yeast: alters MEP2-GFP fluorescence in TOR pathway yeast screen; GFP response vs DMSO, % at 10 µM; S. cerevisiae MEP2-GFP strain, flow cytometry GFP, 3 h; 100% = DMSO control level; 330,000 compounds, 0.51% hits;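 active = GFP response versus DMSO above a set limit, roughly screen mean plus 3 SD, cut at about 180% in these data; inconclusive = fewer than 70 cells counted for a yeast strain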;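 note: median GFP fluorescence of the barcode-gated MEP2-GFP cells per well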
CR mimetic SO: caloric restriction mimetics inhibiting age-related superoxide in yeast; superoxide response (% of plate mean), % at 10 µM; 330,000 compounds, 0.18% hits; AID 2690; S. cerevisiae aged cells, superoxide DHE fluorescence; stronger effect = lower value;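 active = superoxide response under a set limit, about three screen SD below normal, cut at about 65% in these data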;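 note: yeast aged for seven days with compound at 30 °C before DHE staining; 100% = average MFI of all compound-treated wells on the plate with controls excluded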
LAP4-GFP MLPCN: modulators of TOR pathway LAP4-GFP in S. cerevisiae; S. cerevisiae LAP4-GFP multiplex, flow cytometry GFP, 3 h; median GFP as percent of DMSO wells; GFP response vs DMSO, % at 10 µM; 320,000 compounds, 0.34% hits; AID 2023;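 active = GFP response vs DMSO above a set limit, about the screen mean plus 3 SD, cut at about 150% in these data; inconclusive = under 70 cell events counted for the yeast strain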
proCasp7 act: counter-screen: procaspase-7 (human) activation; P55210; recombinant procaspase-7, Ac-DEVD-pNA absorbance 405 nm; D23A/D198A/D206A triple mutant, cannot self-cleave; scale: DMSO 0, 5 µM enzyme 100; activation, % at 8.5 µM; 330,000 compounds, 0.093% hits;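 active = percent activation above the screen-wide mean plus 3 SD, cut at about 25% in these data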
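System: Uncleavable procaspase-7 mutant enzyme; Amount: 2 µM procaspase-7 mutant as dispensed; Schedule: 1 h compound preincubation, 2 h substrate cleavage, 25 °C; Measured by: 405 nm absorbance of p-nitroaniline; Evaluation: percent activation from buffer-corrected 0–120 min absorbance change; Control set: low DMSO alone, high DMSO plus 5 µM PC-7.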
RPL19A TOR yeast: modulators of TOR pathway RPL19A-GFP in S. cerevisiae. S. cerevisiae RPL19A-GFP strain, flow cytometry, 3 h; stronger effect = lower value. percent response vs DMSO, % at 10 µM. 330,000 compounds, 0.3% hits;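 active = percent response vs DMSO below 50%; inconclusive = fewer than 70 events counted for the yeast strain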;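 note: median channel GFP fluorescence of the barcoded RPL19A-GFP strain; ratio of sample median GFP to plate DMSO average so 100% = DMSO; lower means less RPL19A-GFP as with rapamycin TOR inhibition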
AHR act: activators of human aryl hydrocarbon receptor. P35869. AHR-responsive luciferase reporter cells, luminescence. activation, % at 5 µM. 320,000 compounds, 2.5% hits. AID 2796; in the data active = activation above about 47%;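 note: 0% = vehicle wells and 100% = reference agonist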
Target sequence (P35869 whole entry, looked up): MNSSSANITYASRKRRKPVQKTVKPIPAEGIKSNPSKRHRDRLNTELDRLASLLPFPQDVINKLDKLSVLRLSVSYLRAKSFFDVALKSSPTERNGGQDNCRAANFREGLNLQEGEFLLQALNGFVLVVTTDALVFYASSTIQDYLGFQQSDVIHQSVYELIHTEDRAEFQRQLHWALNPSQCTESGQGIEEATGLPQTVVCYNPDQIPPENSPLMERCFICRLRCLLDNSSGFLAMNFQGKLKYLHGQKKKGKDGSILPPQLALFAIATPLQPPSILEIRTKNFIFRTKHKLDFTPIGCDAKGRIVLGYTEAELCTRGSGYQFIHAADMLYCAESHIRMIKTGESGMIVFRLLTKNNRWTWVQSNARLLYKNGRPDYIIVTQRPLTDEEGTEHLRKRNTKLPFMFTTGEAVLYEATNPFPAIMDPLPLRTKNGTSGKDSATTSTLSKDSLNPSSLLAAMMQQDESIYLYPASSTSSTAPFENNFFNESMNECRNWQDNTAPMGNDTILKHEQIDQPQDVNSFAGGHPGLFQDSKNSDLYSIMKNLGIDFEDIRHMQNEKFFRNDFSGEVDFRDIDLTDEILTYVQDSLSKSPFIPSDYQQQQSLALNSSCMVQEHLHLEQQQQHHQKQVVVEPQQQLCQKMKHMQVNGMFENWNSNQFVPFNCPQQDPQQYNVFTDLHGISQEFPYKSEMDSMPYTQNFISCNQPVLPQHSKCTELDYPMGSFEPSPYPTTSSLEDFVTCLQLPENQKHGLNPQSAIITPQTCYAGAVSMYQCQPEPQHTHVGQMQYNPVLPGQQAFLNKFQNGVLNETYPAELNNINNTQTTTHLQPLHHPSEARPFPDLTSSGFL
JMJD2C inh: inhibitors of human GASC-1 (JMJD2C) demethylase; GST-JMJD2C(1-420) H3K9me3 demethylation, DELFIA europium; inhibition, % at 2.35 µM; Q9H3R0; 330,000 compounds, 0.069% hits;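 active = more than half of a compound's replicate wells show inhibition beyond 50%, single wells judged on their own value; inconclusive = some, but no more than half, of replicates pass 50% inhibition; inactive = no replicate passes 50% inhibition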;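 note: signal counts dimethyl H3K9 product captured on neutravidin plate; 0% = median of DMSO wells and 100% = 0.3 times that DMSO median; strong numbers were not always called active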
procasp3 activ: procaspase-3 (human) activation; P42574; recombinant procaspase-3 D3A, Ac-DEVD-pNA absorbance 405 nm; activation, % at 8.5 µM; 330,000 compounds, 0.11% hits;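 active = activation above the mean of all tested compounds plus 3 SD, cut at about 21% in these data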;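 note: 0% = DMSO alone and 100% = DMSO wells spiked with extra 5 µM PC-3 D3A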
Target sequence (P42574 whole entry D9A/D28A/D175A): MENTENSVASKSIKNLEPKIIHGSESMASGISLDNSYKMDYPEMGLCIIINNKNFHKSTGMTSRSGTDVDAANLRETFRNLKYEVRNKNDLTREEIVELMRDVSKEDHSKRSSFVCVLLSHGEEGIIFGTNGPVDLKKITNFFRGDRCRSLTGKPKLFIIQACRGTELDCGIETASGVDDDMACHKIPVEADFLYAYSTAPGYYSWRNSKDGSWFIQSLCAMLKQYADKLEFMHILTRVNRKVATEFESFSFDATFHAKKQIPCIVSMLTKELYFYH
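Assay system: Autoprocessing-dead procaspase-3 D3A mutant enzyme; also added: Ac-DEVD-pNA; doses: one concentration, 8.5 µM nominal, 0.8% DMSO; times: 1 h compound preincubation, 2 h substrate hydrolysis at 25 °C; technique: 405 nm absorbance of p-nitroaniline, reads at 0 and 120 min; measure: % activation between DMSO and enzyme-spiked controls; repeats: single replicate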
Starred values were filed as active, the others as inactive; ? = inconclusive; . = no result given; & = joins results of further samples; [ ] = remark or other dose.

SMILES	MEP2-GFP yeast	CR mimetic SO	LAP4-GFP MLPCN	proCasp7 act	RPL19A TOR yeast	AHR act	JMJD2C inh	procasp3 activ
Cc1ccc(CN2CC(C(=O)N3CCN(S(=O)(=O)c4c(F)cccc4F)CC3)CC2=O)cc1 (stereo not given)	96	93	104	1	96	3	0	13
CC(NC(=O)c1cc2cc(Cl)ccc2oc1=N)c1ccccc1 (stereo not given)	90	104	99	8	99	0	-2	1
Cc1cc(-c2ccccc2)n[nH]1	90	109	119	7	94	4	124	-5
COc1ccc(-c2nc(Cn3c(SCc4ccc(C)cc4)nc4ccncc43)c(C)o2)cc1OC	98	108	101	-8	98	13	3	2
CC(O)CCc1ccc(O)cc1 (stereo not given)	102	93	94	-14	103	-1	-42	5
Cc1ccc(C(C)C)c(OCC(=O)Nc2ccc3c(c2)nc(CCN2CCCCC2)n3C)c1	116	102	101	1	102	-4	6	2
O=C(NC1CCCC1)c1cc(-c2ccccc2Cl)on1	106	90	115	3	101	37	2	-12
NC(=O)CC(NC(=O)c1ccc(Br)cc1)c1ccc(N2CCC(Br)CC2)c([N+](=O)[O-])c1 (stereo not given)	101	96	107	4	103	4	1	0
Cn1nnnc1SCCNCc1ccccc1F	103	105	102	-1	.	0	-2	4
Cc1ccc(-c2ccc(C(=O)O)o2)cc1Cl	105	120	130	1	98	4	2	-2
Cc1ccc(-c2nnc(Nc3ccccc3)c3ccccc23)cc1S(=O)(=O)NCC1CCCO1 (stereo not given)	104	85	83	23	101	-4	2	5
COc1cccc(NC(=O)c2nn(C)c(C(=O)Nc3cccc(OC)c3)c2[N+](=O)[O-])c1	93	106	90	11	100	0	16	-4
S=C(NCCN1CCOCC1)Nc1ccccc1Cl	101	97	103	10	104	2	3	-1
COc1ccc(OC)c(NC(=O)CC2Oc3ccccc3NC2=O)c1 (stereo not given)	102	103	89	-2	105	14	-1	4
C/C(CC(=O)Nc1ccccc1-c1ccccc1)=N\NC(=O)COc1ccc(C)cc1Br	97	99	99	6	93	2	-1	0
COC(=O)C(CC(C)C)NC(=O)CSc1nc(-c2ccccc2)c(C#N)c(=O)[nH]1 (stereo not given)	228*[may fluoresce violet]	79	80[may fluoresce violet]	-1	45*[may fluoresce violet]	1	118&6	1
COc1ccc(NC(=O)CCC(=O)N/N=C/c2cn(C)nc2C)cc1	90	95	95	6	90	-2	-19	-1
Cc1cc(C(=O)NC2CCCc3ccccc32)ccc1[N+](=O)[O-] (stereo not given)	103	98	103	3	103	4	-5	0
C[C@H](O)Cc1cn(-c2cc3cc(C#Cc4ccsc4)ccc3oc2=O)nn1	83	104	92	-5	95	1	-3	15
O=C(COc1ccccc1F)NC1CCN(Cc2ccccc2)CC1	103	105	98	-1	100	-2	0	-3
CCOC(=O)C1CN(S(=O)(=O)c2ccc(OC)cc2)c2ccccc2O1 (stereo not given)	111	82	87	10	104	2	9	-4
CCOCc1c(C(=O)OCC(=O)Nc2ccccc2C(N)=O)oc2ccccc12	99	102	100	18	97	4	.	1
CC(C)C(=O)NNc1ccccc1	108	105	95	1	107	-3	6	5
CCc1cc(=O)oc2c(C)c(OCC(=O)N3CCC(C(=O)O)CC3)ccc12	93	116	100	1	96	1	?	4
O=C(NCc1cccnc1)C12CC3CC(CC(C3)C1)C2	108	91	95	8	101	-1	3	2
Cc1ccc(C(=O)CCC(=O)N2CCN(c3ccc(F)cc3)CC2)cc1	105	97	109	12	101	-1	-8	8
O=c1cc[nH]c2ccc(Cl)cc12	95	96	114	0	105	0	7	3
CC(C)(C)n1nc2c(c1NC(=O)c1ccccc1S(=O)(=O)C(F)F)CS(=O)(=O)C2	105[may fluoresce green]	101	98[may fluoresce green]	2	101[may fluoresce green]	0	-4	1
COCCCNC(=O)CC1C(=O)N(Cc2ccccc2)C(C)c2nc3ccccc3n21 (stereo not given)	106	123	93	4	106	0	4	-4
Cc1cc(C(=O)CSc2nncs2)c(C)n1-c1c(C)n(C)n(-c2ccccc2)c1=O	95	83	93	2	96	-1	12	9
Cc1cccc(C(=O)NC2CCN(C(=S)NCc3ccco3)CC2)c1	122	89	107	-10	111	0	9	-13
CCN1CCN(C(=O)CN(c2ccc(F)c(Cl)c2)S(C)(=O)=O)CC1	100	89	97	5	97	-1	0	-3
O=C(NCc1ccccc1)C1CCN(S(=O)(=O)c2ccc(N3CCCC3=O)cc2)CC1	104	88	95	0	101	0	12	-3
COC(=O)CCCNC(=O)c1ccc2[nH]c(C)c(C)c2c1	88	105	96	-1	94	1	2	-3
CN(C(=O)CO/N=C/c1ccc(Cl)cc1)c1ccccc1	107	89	101	1	111	9	?	5
O=C(O)c1ccc(-c2nc3ccccc3s2)o1	108	94	106	-7	106	4	14	5
Cc1ccc(/C=N/Nc2ccc3c(C(F)(F)F)cc(C(F)(F)F)nc3n2)cc1	95	93	96	-4	98	1	10	0
O=C(Nc1ccccc1)OCC(CN1CCCCC1)OC(=O)Nc1ccccc1 (stereo not given)	96	115	98	12	98	-3	.	-1
CC(=O)N1CCCc2cc(S(=O)(=O)N3CCC(C)CC3)ccc21	107	120	100	1	103	0	-5	5
O=C(COc1ccccc1Cl)N1CCN(c2ncccn2)CC1	108	92	112	-4	101	0	-3	-3
COc1ccc(C2/C=C\CN(C(=O)c3ccc(C)cc3)CC(=O)N2Cc2ccc(F)cc2)cc1 (stereo not given)	.	.	.	-7	.	-2	-1	-3
Cc1ccc(C)c(C(=O)Nc2ccncc2)c1	101	105	86	-4	97	2	-1	5
COc1ccc(/C=C/C(=O)OCC(=O)Nc2ccc3[nH]c(=O)[nH]c3c2)cc1OC	101	106	97	-1	98	2	?	3
COc1c(C(=O)N2CCCC2)ccc2ccccc12	106	112	99	9	97	0	3	7
COC(=O)CN1C(=O)C2(C(C#N)=C(N)Oc3cc(C)oc(=O)c32)c2ccccc21 (stereo not given)	91	98	84	-10	94	5	20	4
Cc1ccc(-c2noc(CSc3nc(N)cc(N)n3)n2)cc1	98	104	95	-1	103	6	-3	0
O=C(CN1CCN(S(=O)(=O)c2cc(Cl)ccc2Cl)CC1)Nc1ccc2c(c1)OCCO2	94	125	91	-5	109	0	.	-10
O=C(Cn1cnc2scc(-c3cccc([N+](=O)[O-])c3)c2c1=O)NCc1ccco1	102	89	90	6	100	22	-6	-4
O=C(Cc1ccccc1)NNC(=O)C1CC=CCC1 (stereo not given)	100	98	94	-4	104	0	3	0
C=CCc1c(C)[nH]c2ccc(C)cc2c1=O	100	96	94	3	98	21	26	2
CCn1cc(CN2CCC(n3nccc3NC(=O)c3ccccc3C)CC2)cn1	105	94	98	9	94	6	-4	13
COc1cccc(N2CC(NS(=O)(=O)c3cccs3)CC2=O)c1 (stereo not given)	90	101	93	1	88	0	-5	-7
COCCNC(=O)c1sc2ncn(CC(=O)N3CCCCC3)c(=O)c2c1C	105	106	100	8	.	-4	3	10
O=C(CN1c2ccccc2Sc2ccccc21)NNC(=O)Nc1cccc(Cl)c1	107	104	111	9	102	3	-1	4
Cc1cc2cc(CNC(=S)Nc3ccc(OC(F)F)cc3)ccc2n1C	90	105	87	-21	92	1	8	-17
O=C(O)/C(=C\c1ccccc1)c1ccc2ccccc2c1	90	83	116	6	90	1	-2	8
CCn1c(COc2cccc(OC)c2)nnc1SCC(=O)Nc1cc(OC)ccc1OC	102	101	113	-5	103	1	-6	10
COc1ccc(NC(=O)CSc2nc3ccccc3c(=O)n2CCCO)cn1	97	112	96	-6	94	1	6	10
CC1CN(C2CCN(C(=O)c3cccc(Cl)c3)CC2)CC(C)O1 (stereo not given)	99	98	92	-6	99	2	-3	-5
Cc1ccccc1OCc1occc1C(=O)Nc1cccc(-n2cnnn2)c1	95	126	100	12	103	4	-10	-1

Next part (2 carried over from the part before).
SMILES	MEP2-GFP yeast	CR mimetic SO	LAP4-GFP MLPCN	proCasp7 act	RPL19A TOR yeast	AHR act	JMJD2C inh	procasp3 activ
CC1CN(C2CCN(C(=O)c3cccc(Cl)c3)CC2)CC(C)O1 (stereo not given)	99	98	92	-6	99	2	-3	-5
Cc1ccccc1OCc1occc1C(=O)Nc1cccc(-n2cnnn2)c1	95	126	100	12	103	4	-10	-1
O=C(NCc1ccc(F)cc1)C1CCCN1S(=O)(=O)c1ccccc1C(F)(F)F (stereo not given)	104	123	109	1	98	1	-6	-3
COc1ccc(/C=C2\SC(=S)N(CCC(=O)N(CCO)c3ccccc3)C2=O)cc1OC	99	74	96	-5	98	-1	-28	3
COc1cc2c(cc1OC)CN(C(=O)CN1CCN(S(=O)(=O)c3ccc(C)c(C)c3)CC1)CC2	117	93	98	1	106	-2	11	0
[N-]=[N+]=NCCN1CCN(Cc2ccccc2)CCC1=O	90	96	108	6	96	-1	-20	2
Cc1oc(S(=O)(=O)N(C)C)cc1C(=O)Nc1ccc(Cl)cc1	100	97	110	-4	100	-7	4	1
COc1ccc(S(=O)(=O)N2CCCC(C(=O)N3CCOCC3)C2)cc1Cl (stereo not given)	89	99	96	6	100	-5	-1	6
O=C(COC(=O)c1cnccn1)NCc1ccc2c(c1)OCO2	100	96	102	5	106	2	-3	1
O=C(Nc1ccc2c(c1)OCCO2)c1cccc(Cl)c1Cl	97	103	93	-12	105	21	-8	9
O=C(Cn1cnc2c(OCc3ccccc3)ncnc21)NCCc1c[nH]c2ccccc12	102	85	100	0	99	7	.	-4
CCCCc1ccc(NC(=O)CSc2nc(=O)n(CCN(C)C)c3c2CCC3)cc1	95	89	110	-4	93	2	0	2
OCC(O)C1OC(Nc2ccc(Cl)cc2)C(O)C1O (stereo not given)	310*[may fluoresce violet]	103	115[may fluoresce violet]	10	56[may fluoresce violet]	0	1	11
CC(=O)NCC(=O)NC(C(=O)Nc1ccc2c(c1)OCCO2)c1ccc(C)cc1 (stereo not given)	?	97	?	-4	40*[may fluoresce violet]	1	-6	2
COc1ccc(NC2CCCCC2NS(=O)(=O)c2ccc(C)cc2)cc1 (stereo not given)	100	92	103	-7	105	3	10	-6
O=C(NCCN1C(=O)S/C(=C\c2ccccc2F)C1=O)C1CC(=O)N(Cc2ccccc2)C1 (stereo not given)	103	94	106	0	103	0	3	5
CCOC(=O)c1ccc(NC(=S)N2CCN(S(C)(=O)=O)CC2)cc1	101	96	104	-5	102	0	9	0
CC(=O)c1cnc2ncnn2c1C	102	111	98	11	103	-2	-12	1
Cc1cccc(OP(=O)(Nc2c(C)n(C)n(-c3ccccc3)c2=O)Oc2cccc(C)c2)c1	104	117	92	0	102	4	-14	7
CC(C)=NOc1nc(N(C)C)nc(N(C)C)n1	107	94	102	-11	104	3	6	3
O=c1[nH][nH]cc1C=Nc1ccc(Cl)cc1Cl	107	100	88	-6	110	10	-20	3
Nc1ccc(CCc2ccc(N)cc2)cc1	100	101	106	-8	91	1	0	1
COc1cccc(NC(=O)C2CCCN2C(=O)Nc2ccccc2)c1 (stereo not given)	102	99	108	7	99	0	5	4

Screens from PubChem.
